mcGAS MS inh: inhibitors of mouse cGAS; recombinant mouse cGAS, cGAMP by RapidFire MS; inhibition, % at 12.5 µM; hit rate 0.18% among 130,000;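 active means inhibition of cGAS enzyme activity at or above 60%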;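 further: enzyme stimulated by 45 bp dsDNA with ATP and GTP substrates; cGAMP share of summed cGAMP plus half ATP and half GTP signals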
Target sequence (Q8C6L5 whole entry, looked up): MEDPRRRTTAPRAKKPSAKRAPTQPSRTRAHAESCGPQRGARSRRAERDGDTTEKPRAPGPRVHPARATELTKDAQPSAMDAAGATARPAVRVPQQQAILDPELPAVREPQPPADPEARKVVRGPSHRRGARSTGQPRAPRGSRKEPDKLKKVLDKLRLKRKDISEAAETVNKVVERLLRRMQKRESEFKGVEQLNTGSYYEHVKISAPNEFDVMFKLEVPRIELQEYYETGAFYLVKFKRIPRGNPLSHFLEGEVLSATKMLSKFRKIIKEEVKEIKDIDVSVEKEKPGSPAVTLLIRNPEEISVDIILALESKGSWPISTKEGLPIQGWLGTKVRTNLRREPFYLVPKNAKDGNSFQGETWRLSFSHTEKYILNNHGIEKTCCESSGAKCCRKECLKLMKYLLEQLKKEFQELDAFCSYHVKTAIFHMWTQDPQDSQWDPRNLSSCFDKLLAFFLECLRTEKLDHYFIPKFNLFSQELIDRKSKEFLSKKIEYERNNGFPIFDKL
Numbers without * were called inactive; & = joins results of further samples.

SMILES	mcGAS MS inh
CC(C)CC(NC(=O)C(=O)N1CCc2ccccc2C1)c1ncnn1C (stereo unspecified)	-5
C=C1N(N(C(C)=O)C(C)=O)C(=O)OC1(C)Cc1ccccc1 (stereo unspecified)	-6
Cc1ccc(-c2nnn(CC(O)CN3CCC(C)CC3)n2)cc1 (stereo unspecified)	-1
O=C(c1cc(-c2cccnc2)nc2ccccc12)N1CC[C@H]2CC[C@@H](C1)N2	-11
Cc1cc(C(=O)O)cc(C)c1OCc1cccnc1	8
O=C(c1cccc(OCC(F)(F)F)n1)N1CCN(C2CC2)CC1	-1
COc1cc(C=C2N=C(c3ccc(F)cc3)OC2=O)cc(Br)c1OC(C)=O	-14
COc1ccc(CN2CCNC(=O)C2CC(=O)NCc2ccccc2Cl)c(OC)c1 (stereo unspecified)	-5
Cc1oc(-c2cccs2)nc1CN(C)C1CCCc2ccccc21 (stereo unspecified)	-8&-1
Cc1c(C#N)c(NC(=O)CSc2nnnn2C2CCCC2)n(CC2CCCO2)c1C (stereo unspecified)	-5
Cc1ccc2nc(C)c(NC(=O)c3ccc(S(=O)(=O)N4CCCC4)cc3)c(=O)n2c1	-5
COC(=O)Cn1c(CN2CCCCC2C)nc2c1c(=O)n(C)c(=O)n2C (stereo unspecified)	-10
COC(=O)C(C)N(Cc1nnc(-c2cccc(C)c2)o1)C1CC1 (stereo unspecified)	-4
Cc1nc(CC(=O)N2CCC(C(O)c3ccccn3)CC2)cs1 (stereo unspecified)	-8
CC(CCc1ccco1)Nc1nc(C2CCCC2)nc2c1CNC2 (stereo unspecified)	-21
O=C(c1cc(COc2cncc(Cl)c2)on1)N(CCO)Cc1cccs1	2
Cn1c(=O)n(CC(=O)NCC2(c3ccccc3)CCC2)c2ccccc21	-6
CCOC(=O)c1c(N/N=C\c2ccncc2)n[nH]c1C	-12
Cc1nnc(SCC(=O)NCCc2cccs2)n1-c1ccccc1	-4
Cc1cc(S(=O)(=O)N2CCN(c3ccccc3C)CC2)c(C)cc1Cl	6
Cc1c(C(=O)N(C)Cc2ccc(F)cc2)sc(=O)n1Cc1ccc(Cl)c(Cl)c1	-8
NC(c1ccccc1)c1csc(Nc2ccc(C(F)(F)F)cn2)n1 (stereo unspecified)	-9
O=C(Nc1ccccc1)N1CCCCCC1C1CCN(Cc2nnnn2C2CC2)CC1 (stereo unspecified)	-6
Cc1c(Cl)cccc1NC=C1C(=O)OC2(CCCCC2)OC1=O	5
COc1ccc(Br)cc1S(=O)(=O)N1CCN(C)CC1	-2

Structural class, those above containing bromine.
SMILES	mcGAS MS inh
COc1cc(C=C2N=C(c3ccc(F)cc3)OC2=O)cc(Br)c1OC(C)=O	-14
COc1ccc(Br)cc1S(=O)(=O)N1CCN(C)CC1	-2

More structures:
SMILES	mcGAS MS inh
CNC(=O)c1cc(N(C)S(=O)(=O)c2ccc(C)c(NC(C)=O)c2)ccn1	0
Cc1ccccc1-c1ncc(CN2CCC(CO)(CCOc3ccccc3)CC2)cn1	-12
CCOC(=O)C1CCC(CNC(=O)N2CCCC2c2cc(C(C)C)on2)CC1 (stereo unspecified)	4
Cc1nc(N2CCC(C)CC2)c2c3c(sc2n1)CC(C)CC3 (stereo unspecified)	-6
CC1(C)CC(=O)C2=C(C1)N(CC1CCCO1)C(=O)C2(NC(=O)c1cccs1)C(F)(F)F (stereo unspecified)	-7
CC(NCC(=O)Nc1ccc(S(=O)(=O)N2CCCCCC2)cc1)c1ccco1 (stereo unspecified)	-4
CC(=O)NCCC(=O)N1CCCc2cc(Br)cc(F)c21	-17
c1ccc2[nH]c(SCc3ccc4nonc4c3)nc2c1	-5
Cc1noc(C)c1C(=O)N1CCC1(C)C(=O)NS(=O)(=O)c1ccccc1Cl (stereo unspecified)	-8
CCOC(=O)c1c(NC(=O)C2CCCCC2)sc(C(=O)Nc2ccccc2F)c1C	-6
O=c1c2nnn(Cc3ccccc3)c2ncn1C/C=C/c1ccccc1	4
CN1CCN2CCN(C(=O)CCc3ccc(F)cc3F)CC2C1=O (stereo unspecified)	-9
Cc1noc(C)c1NC(=O)c1cccc(CN(C)Cc2nccn2C)c1	-21
COc1ccc(CNS(=O)(=O)c2cc(C)ccc2C)cc1OC	-11
C=CCn1c(CCNC(=O)c2ccccc2)nc2ccccc21	-10
CN(Cc1ccc(-n2cccn2)cc1)C(=O)c1cn2c(n1)CNCC2	-3
CC1CN(S(=O)(=O)c2ccc(Br)cc2Cl)CCO1 (stereo unspecified)	0
O=C1NCCc2ccc(S(=O)(=O)NC3CCCCC3CO)cc21 (stereo unspecified)	0
O=S(=O)(c1ccc(F)cc1Cl)N1CCC(CO)(Cc2ccccc2)CC1	-6
COc1ccc(NC(=O)C2OC(c3ccccc3)=NN2C(C)=O)cn1 (stereo unspecified)	-5
CC(C)(C)SCC(=O)Nc1nnc(-c2ccccc2)s1	-1
CCNC(=S)NCCN1CCN(C(=S)NCC)CC1	22
Cc1cc(C2=NNC(=NCC3CCCO3)SC2)c(C)n1Cc1ccc2c(c1)OCO2 (stereo unspecified)	9
O=C(C1=COCCO1)N1CCN(S(=O)(=O)c2ccc(C(F)(F)F)cc2)CC1	-5
COc1cc(Cl)ccc1OCc1cc(C(=O)N2CCN(C)C(=O)[C@@H]2C)no1	-11

21 of the compounds above, bar-delimited:
Structure | mcGAS MS inh
Cc1nc(N2CCC(C)CC2)c2c3c(sc2n1)CC(C)CC3 (stereo unspecified) | -6
CC1(C)CC(=O)C2=C(C1)N(CC1CCCO1)C(=O)C2(NC(=O)c1cccs1)C(F)(F)F (stereo unspecified) | -7
CC(NCC(=O)Nc1ccc(S(=O)(=O)N2CCCCCC2)cc1)c1ccco1 (stereo unspecified) | -4
CC(=O)NCCC(=O)N1CCCc2cc(Br)cc(F)c21 | -17
c1ccc2[nH]c(SCc3ccc4nonc4c3)nc2c1 | -5
Cc1noc(C)c1C(=O)N1CCC1(C)C(=O)NS(=O)(=O)c1ccccc1Cl (stereo unspecified) | -8
CCOC(=O)c1c(NC(=O)C2CCCCC2)sc(C(=O)Nc2ccccc2F)c1C | -6
O=c1c2nnn(Cc3ccccc3)c2ncn1C/C=C/c1ccccc1 | 4
CN1CCN2CCN(C(=O)CCc3ccc(F)cc3F)CC2C1=O (stereo unspecified) | -9
Cc1noc(C)c1NC(=O)c1cccc(CN(C)Cc2nccn2C)c1 | -21
COc1ccc(CNS(=O)(=O)c2cc(C)ccc2C)cc1OC | -11
C=CCn1c(CCNC(=O)c2ccccc2)nc2ccccc21 | -10
CN(Cc1ccc(-n2cccn2)cc1)C(=O)c1cn2c(n1)CNCC2 | -3
CC1CN(S(=O)(=O)c2ccc(Br)cc2Cl)CCO1 (stereo unspecified) | 0
O=C1NCCc2ccc(S(=O)(=O)NC3CCCCC3CO)cc21 (stereo unspecified) | 0
O=S(=O)(c1ccc(F)cc1Cl)N1CCC(CO)(Cc2ccccc2)CC1 | -6
COc1ccc(NC(=O)C2OC(c3ccccc3)=NN2C(C)=O)cn1 (stereo unspecified) | -5
CC(C)(C)SCC(=O)Nc1nnc(-c2ccccc2)s1 | -1
CCNC(=S)NCCN1CCN(C(=S)NCC)CC1 | 22
Cc1cc(C2=NNC(=NCC3CCCO3)SC2)c(C)n1Cc1ccc2c(c1)OCO2 (stereo unspecified) | 9
O=C(C1=COCCO1)N1CCN(S(=O)(=O)c2ccc(C(F)(F)F)cc2)CC1 | -5

(continued)
SMILES	mcGAS MS inh
CC(=O)CCc1ccc(OCC(O)CN2CCNC(=O)C2)cc1 (stereo unspecified)	7
O=C1CC(c2ccccc2)N(C(=O)C2CCN(C(=O)/C=C/c3ccccc3)CC2)CCN1 (stereo unspecified)	8
CCc1cc(CNC(=O)c2ccc(OC3CCN(C(C)=O)CC3)c(OC)c2)on1	-8
COc1cccc(CN(C)S(=O)(=O)c2ccc(C(F)(F)F)cc2)c1OC	-8
CC1=C(Cc2ccc3c(c2)OCO3)SC2=NS(=O)(=O)CCN21	4
Cc1cc(C)n(CCCC(=O)N2CCCC3(CC2)CN(C)C(=O)O3)n1 (stereo unspecified)	-30
O=c1[nH]c2ccc(S(=O)(=O)Nc3ccc4cn[nH]c4c3)cc2s1	5
CN(Cc1ccc(N(C)C)cc1)C(=O)c1ccc(N2CCCS2(=O)=O)cc1	-10
N#Cc1c2c(c(N3CCOCC3)n3c1nc1ccccc13)CCCC2	-3
Cn1c(=O)[nH]c(=O)c2c1nc(Sc1nc3ccccc3[nH]1)n2CCCc1ccccc1	-9
O=C(NC1(c2nccs2)CCCC1)c1cc(C2CC2)[nH]n1	-14
CC1(C)CCCC1N(CC#N)Cc1ccccc1 (stereo unspecified)	0
O=C(CN(Cc1ccccn1)CC1CCCO1)Nc1nc2ccccc2[nH]1 (stereo unspecified)	-16
CC(CSc1nc2ccccc2s1)Cn1c(N2CCOCC2)nc2c1c(=O)[nH]c(=O)n2C (stereo unspecified)	-1
COc1ccc(Nc2cc(C)nc(N3CCN(C(=O)Cc4ccccc4)CC3)n2)cc1	-10
O=C(NCC12C=CC(O1)C1C(=O)N(c3ccccc3F)C(=O)C12)c1ccc(Cl)c([N+](=O)[O-])c1 (stereo unspecified)	-9
c1ccc(COC2CCCN(Cc3ccsc3)C2)nc1 (stereo unspecified)	-22
CC(C)(C#N)CCCN1CCc2cc(S(N)(=O)=O)ccc21	-8
CC(Cc1ccccc1)(NC(=O)CN)c1ccccc1 (stereo unspecified)	-14
c1ccc2sc(N3CCCC(NC4CCSCC4)C3)nc2c1 (stereo unspecified)	-3
Cn1c(=O)cc(OC(=O)c2ccc(S(C)(=O)=O)c(Cl)c2Cl)c2ccccc21	-2
COc1ccc(C(=O)N2CCCN(CC3CC3)C(C(C)C)C2)c(OC)c1 (stereo unspecified)	-13
CCOC(=O)C1(CCOC)CCN(C(=O)c2ccccc2-c2cccc(C)c2)CC1	4
COCC(C)(C)C(=O)N1CCC(Cc2n[nH]c(=O)n2-c2ccccc2)CC1	-15
Nc1c(Br)cc2oc(-c3ccccc3F)nc2c1Br	-2
SMILES	mcGAS MS inh
O=C(Nc1ncccc1O)c1cnn(-c2cccc(Cl)c2)c1	2
CNC(=O)CC1(CC(=O)NC)CCCCC1	-2
CC(C)(C)OC(=O)NNS(=O)(=O)c1cccc([N+](=O)[O-])c1	-12
C[C@]12CCC3c4ccc(O)cc4C[C@@H](CCCCCCCCCS(=O)CCCC(F)(F)C(F)(F)F)C3C1CC[C@@H]2O (stereo partly specified)	-7
CN(C)CCCNc1nc2cc(-c3ccc(C(=O)N4CCN(C)CC4)cc3)sc2c(=O)n1C	-13
CCCN1CC(NC(=O)CC23CC4CC(CC(O)(C4)C2)C3)CC1=O (stereo unspecified)	-12
COCC(C)(C)NC(=O)Cc1ccc(Br)s1	-11
CCN(CC)c1ccc(C(=O)Cn2c(C)c(C(=O)NC3CCCC3)sc2=O)cc1	-5
Cc1nc(-c2ccccn2)[nH]c(=O)c1CC(=O)NCc1ccc2c(c1)OCO2	2
CCC(=O)C(=O)NCC1CCCN(Cc2ccccn2)C1 (stereo unspecified)	-18
O=C(Nc1ccc(N2CCOCC2)cc1C(F)(F)F)NC1CC1	4
CC(C)(C)c1ccccc1NC(=O)C1CCS(=O)(=O)C1 (stereo unspecified)	-5
C=CCn1c(SCCC)nc2c1c(=O)[nH]c(=O)n2C	-3
CC(=O)N1CCCC1C(=O)NCC1CC2c3ccccc3C1c1ccccc12 (stereo unspecified)	2
COc1cccc(OCC(O)CNC(C)(C)CO)c1 (stereo unspecified)	-8
COc1cc(NC(=O)c2csc(-c3cc4ccccc4n3C)n2)cc(OC)c1OC	-4
O=C(NCCCn1nnc2ccccc21)C1CCC(=O)N(Cc2ccccn2)C1 (stereo unspecified)	-5&1
Cc1nnc(NC(=O)c2cc3c(s2)CCCC3)o1	4
O=C1Nc2ccccc2NC12CCN(Cc1cc3n(n1)CCCNC3)CC2	-15
COc1cccc(-n2c(=O)[nH]c3c(C(N)=O)nc(-c4cccs4)nc32)c1	-6
Cc1ccc(C(CC(=O)OC(C)C)NC(=O)c2cnccn2)cc1 (stereo unspecified)	-7
CC1CCC(N(C)C(=O)NCc2ncc(-c3ccccc3)o2)CC1 (stereo unspecified)	-15
CCCCNC(=O)C1(C)CCCCN1Cc1ccc(-c2ccccc2)cc1 (stereo unspecified)	-8
Cc1ccc(Cl)c(C(=O)N2CCOC(COc3ccc(F)cc3)C2)c1 (stereo unspecified)	-3
CC(C(=O)NCCN1CCS(=O)(=O)CC1)c1cccc(Cl)c1 (stereo unspecified)	-6
SMILES	mcGAS MS inh
Cc1cccc(/C=C/C(=O)NCCc2ccccn2)c1	0
ClC1(Cl)CC1CSc1nc2ccccc2[nH]1 (stereo unspecified)	-8
Cc1cccc(C(=O)N(Cc2ccccc2)CC(F)(F)F)n1	0
CCc1cccc(C)c1NC(=O)C1CC(=O)N(C2CCCC2)C1 (stereo unspecified)	-8
Cc1cccc(C(=O)NCc2nnc(SCC(=O)Nc3ccccc3F)n2-c2ccc(Cl)c(Cl)c2)c1	1
CC1CCCCN1CCCCOc1ccccc1Br (stereo unspecified)	-6
COc1ccccc1S(=O)(=O)N1CCN(c2nc3ccccc3n2C)CC1	-5
COc1cccc(OCC(=O)OCc2cc(-c3ccc4c(c3)OCO4)on2)c1	-6
CC(=O)c1ccc(C(=O)N2CCCC(Nc3ccccc3)C2)s1 (stereo unspecified)	-3
Cc1cccc(C2=NC(=Cc3cccc(C#N)c3)C(=O)O2)c1	1
CC(=O)Cc1nsc(NC(=O)c2cccs2)n1	0
CC(C)(C)C(=O)NCCC(=O)OCc1ncc(-c2ccc(F)cc2)o1	-9
COC(=O)c1ccc(Cn2c(C)c(C(=O)Nc3ccc(OC)c(OC)c3)sc2=O)o1	-1
c1ccc(-n2ncc(CN3CCCC(c4ccn(Cc5cnn(-c6ccccc6)n5)n4)C3)n2)cc1 (stereo unspecified)	-4
CC1CCCCN1CN1C(=S)SC2=NC(=O)CCCN21 (stereo unspecified)	-4
CCc1nnsc1C(=O)NCc1ccc(N(C)C)c(F)c1	-17
CCCC(NC(=O)c1cc2ccccc2s1)c1nccn1C (stereo unspecified)	-14
O=C1OC(c2cccc3ccccc23)=N/C1=C/C=C/c1ccccc1	-3
CC(=O)NC1=C(NC2CCCC2)C(=O)c2ccccc2C1=O	-3
CC(C(=O)N1CCCC(C(N)=O)C1)N(C)Cc1cccc(C(F)(F)F)c1 (stereo unspecified)	0
Cc1cc(=O)[nH]c(=S)[nH]1	-6

Some of the compounds tested, so the mix of outcomes need not match the whole.
